TEAD-YAP block: TEAD-YAP interaction inhibition | HEK-TIYL cells, TEAD-Gal4/YAP UAS-luciferase luminescence | inhibition, % at 9.12 µM | actives 1.4% (n = 640,000); in the data active = inhibition above about 32%;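 also: 0% = median of test compound wells and 100% = reference inhibitor wells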
FBW7 activator: human FBW7 E3 ligase activation, primary screen; Q969H0; AlphaScreen FBW7–phospho-cyclin E peptide binding, activator screen; normalized activity (activation), % at 26.1 µM; actives 0.13% (n = 650,000); AID 1259310; in the data active = normalized activity above about 1.9%;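 also: purified mutant Fbw7 with reduced substrate affinity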
MITF primary: human MITF inhibition, primary screen | actives 0.91% (n = 650,000) | inhibition, % at 2.6 µM | O75030 | AlphaScreen MITF homodimerization, bead proximity signal; in the data active = inhibition above about 50%;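 also: 0% = vehicle wells with protein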
Target sequence (O75030 whole entry, looked up): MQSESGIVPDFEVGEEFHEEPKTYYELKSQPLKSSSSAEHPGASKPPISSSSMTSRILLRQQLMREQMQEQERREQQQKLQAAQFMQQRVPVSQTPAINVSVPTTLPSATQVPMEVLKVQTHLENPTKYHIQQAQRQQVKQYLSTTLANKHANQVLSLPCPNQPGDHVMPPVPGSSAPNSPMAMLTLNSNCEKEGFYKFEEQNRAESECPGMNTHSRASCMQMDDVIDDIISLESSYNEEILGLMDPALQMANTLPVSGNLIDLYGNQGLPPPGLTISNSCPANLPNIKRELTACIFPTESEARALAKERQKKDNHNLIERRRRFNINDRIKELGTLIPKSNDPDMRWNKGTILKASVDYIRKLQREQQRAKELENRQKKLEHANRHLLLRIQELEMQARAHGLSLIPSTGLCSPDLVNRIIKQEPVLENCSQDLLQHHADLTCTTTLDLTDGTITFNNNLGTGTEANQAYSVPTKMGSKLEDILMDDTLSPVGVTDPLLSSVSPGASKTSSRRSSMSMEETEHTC
GPR151 activ: activates the human receptor GPR151 | PathHunter beta-arrestin GPR151 cells, luminescence | activation, % at 11.2 µM | actives 1% (n = 650,000); in the data active = activation above about 4.9%;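 also: 0% = median of compound wells and 100% = cells with positive control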
Target sequence (Q8TDV0 whole entry, looked up): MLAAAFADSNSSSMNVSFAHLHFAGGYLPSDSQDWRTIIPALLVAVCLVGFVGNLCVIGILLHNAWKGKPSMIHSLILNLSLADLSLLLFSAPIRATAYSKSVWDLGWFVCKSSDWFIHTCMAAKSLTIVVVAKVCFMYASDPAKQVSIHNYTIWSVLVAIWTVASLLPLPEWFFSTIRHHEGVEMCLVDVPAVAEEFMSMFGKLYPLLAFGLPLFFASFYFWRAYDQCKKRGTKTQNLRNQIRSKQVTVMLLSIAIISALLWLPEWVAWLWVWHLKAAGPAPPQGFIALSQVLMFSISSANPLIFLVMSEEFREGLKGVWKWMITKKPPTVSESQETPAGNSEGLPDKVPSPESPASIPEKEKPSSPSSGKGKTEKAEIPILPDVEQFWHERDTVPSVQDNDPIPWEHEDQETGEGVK
The depositor's hits bear a star.

Start of the data: the first 2 entries (preview)
SMILES	FBW7 activator	TEAD-YAP block	MITF primary	GPR151 activ
CC(C)n1c(-c2ccc3[nH]ccc3c2)nc2c(NCCO)ncnc21	0.3	-3	13	1.2
Cc1ccc(NC(=O)CCC(=O)OCC(=O)c2cccc([N+](=O)[O-])c2)cc1Cl	-0.1	-19	-7	1.4

Main list, from the start:
SMILES	FBW7 activator	TEAD-YAP block	MITF primary	GPR151 activ
CC(C)n1c(-c2ccc3[nH]ccc3c2)nc2c(NCCO)ncnc21	0.3	-3	13	1.2
Cc1ccc(NC(=O)CCC(=O)OCC(=O)c2cccc([N+](=O)[O-])c2)cc1Cl	-0.1	-19	-7	1.4
CCOC(=O)c1c(NC(=O)c2ccc(C)cc2)sc(C)c1-c1ccc2cc(OC)ccc2c1	0.0	-2	-9	-0.3
COc1ccccc1N1CCN(C(=O)c2ccccc2C(F)(F)F)CC1	0.0	-3	-4	1.4
NS(=O)(=O)c1cc(C(=O)NNc2c(F)c(F)cc(F)c2F)ccc1Cl	0.4	-3	14	-0.3
Cc1ccc2nc(/C(C#N)=C/c3ccc(-c4cccc(Cl)c4Cl)o3)[nH]c2c1	0.2	-9	-2	-0.3
COc1cc(C2NC(=S)NC(C)=C2C(=O)Nc2ccccn2)ccc1OCc1ccccc1 (stereo not given)	0.0	-4	2	0.6
Cc1ccc(NC(=O)N2CCC(C(=O)NCCC3=CCCCC3)CC2)cc1	0.0	-5	23	5.0*
Cc1onc(-c2ccccc2Cl)c1C(=O)Nc1cccnc1	0.2	16	18	-0.6
CCOC(=O)c1sc(NC(=O)COc2cccc(Cl)c2)c(C(=O)OCC)c1C	0.1	12	9	0.5
CCOc1ccccc1N/C=C/C(=O)c1cc(OC)c(OC)c(OC)c1	-0.1	3	-19	-0.5
O=S(=O)(Nc1ccc(N2CCOCC2)c(Cl)c1)c1ccc(Br)s1	0.0	-6	-19	2.2
CSc1ncc(C(=O)NC2CCCCCC2)c(C)n1	0.0	-20	-6	-1.5
O=C(c1ccco1)N1CCN(S(=O)(=O)c2ccccc2[N+](=O)[O-])CC1	0.1	-7	6	3.1
CCOC(=O)C1=C(N)OC2=C(C(=O)CC(c3ccccc3)C2)C1c1ccccc1Cl (stereo not given)	-0.2	4	3	0.7
COc1cc(C(=O)N2CCc3ccccc32)c([N+](=O)[O-])cc1OC	-0.4	7	14	-0.5
CC1CCC(NC(=O)CN(C)S(=O)(=O)c2cc3c(cc2Cl)NC(=O)CO3)CC1 (stereo not given)	-0.1	-4	0	0.2
CCc1ccc(S(=O)(=O)N(C(C)=O)c2ccc3oc(C)c(C(=O)OC)c3c2)cc1	0.0	49*	1	0.9
O=C(NCCO)c1cc(NCc2cccnc2)nc2ccccc12	0.4	-3	6	-0.7
CCOc1cc(/C=C2\SC(=S)N(CCCC(=O)O)C2=O)ccc1O	-0.3	82*	13	-0.3
COc1ccc2nc(N3CCC(N4CCCC(OC)C4)CC3)nc(C)c2c1 (stereo not given)	1.0	4	8	-0.6
CCn1ccnc1C(O)(c1ccccc1)c1ccccc1	-0.1	-7	3	-0.7
COc1ccc(-c2ncc(C(=O)NC3CCN(Cc4ccccc4)CC3)s2)cn1	0.1	-6	9	2.7
O=C1c2ccccc2C(=O)N1CCC(=O)N(C1CCCCC1)C1CCCCC1	0.1	6	7	-0.8
O=C(CSc1nnnn1-c1ccccc1)CSc1nnnn1-c1ccccc1	-0.2	6	-5	-1.4
Cc1cc(NC(=O)C(=O)NCCC2=CCCCC2)ccc1Br	0.0	5	17	-1.2
Cc1cc(NS(=O)(=O)c2ccc(NC(=S)Nc3cccc([N+](=O)[O-])c3)cc2)no1	0.2	-2	12	-1.3
O=C(COC(=O)C1COc2ccccc2O1)c1ccc(Cl)s1 (stereo not given)	0.0	-1	-5	0.0
CC1CCN(c2nc3c(c(=O)[nH]2)CCN(Cc2ccc(OCC(=O)O)cc2)C3)CC1	0.1	4	7	0.4
CCOC(=O)c1cc2c(=O)n3ccccc3nc2n(CCOC)c1=NC(=O)c1ccccc1C	0.1	-4	6	-1.0

Pulled one by one from the list above:
SMILES	FBW7 activator	TEAD-YAP block	MITF primary	GPR151 activ
Cc1cc(NS(=O)(=O)c2ccc(NC(=S)Nc3cccc([N+](=O)[O-])c3)cc2)no1	0.2	-2	12	-1.3
COc1ccc2nc(N3CCC(N4CCCC(OC)C4)CC3)nc(C)c2c1 (stereo not given)	1.0	4	8	-0.6

Following part:
SMILES	FBW7 activator	TEAD-YAP block	MITF primary	GPR151 activ
Nc1c(C(=O)NCCc2ccc(Cl)cc2)nnn1-c1ccc(OC(F)(F)F)cc1	0.0	3	13	1.9
N#Cc1sc2nc3c(c(-c4cccs4)c2c1N)CCCC3	0.1	-15	-9	1.6
O=C1C2C3C=CC(C3)C2C(=O)N1c1ccc(Oc2ccc(Br)cc2)cc1 (stereo not given)	0.9	-4	13	-0.7
CC(=O)OCCC#CCN1CCCC1	0.3	0	12	-0.2
CCCn1c(=O)[nH]c2c(C(N)=O)nc(-c3ccc(C)o3)nc21	0.1	1	12	-0.6
CC(C)NC(=O)C1CC(c2ccc(F)cc2)=NO1 (stereo not given)	0.1	0	17	0.2
CSCCCNC(=O)CC1C(=O)NCCN1CC(c1ccccc1)c1ccccc1 (stereo not given)	0.1	5	4	-0.6
CCCOc1ccccc1C1CC(=O)C2=C(C1)Nc1ccccc1N(C(C)=O)C2c1ccc(OC)cc1 (stereo not given)	0.0	9	6	-0.2
CCCC1CCC(c2ccc(C(=O)Oc3ccc(Cl)cc3Cl)cc2)CC1 (stereo not given)	0.2	3	10	0.5
CC(=O)c1ccc(OCc2cc(C(=O)NC3(c4ccccc4)CC3)no2)cc1	0.1	-64	-11	-1.8
O=C(c1cccc([N+](=O)[O-])c1)c1ccc2c(c1)C(=O)N(c1ccccn1)C2=O	-0.1	-10	-2	0.0
Cc1ccccc1Nc1nc(N)nc(COC(=O)c2cccc(N(C)C)c2)n1	0.0	-1	-1	1.5
O=C(C1CCC1)N(CC1CCCO1)c1nc2ccc(F)cc2s1 (stereo not given)	0.0	-50	10	-4.4
O=C(O)c1ccccc1N1C(=O)c2cc(Cl)c(Cl)cc2C1=O	-0.1	-2	14	-1.5
CSc1nc2ccc(NC(=O)c3nc4nccc(C)n4n3)cc2s1	0.0	-42	-11	-6.9

2 of the compounds above, with two lines to a compound.
Sequence of screens – FBW7 activator | TEAD-YAP block | MITF primary | GPR151 activ
> CSCCCNC(=O)CC1C(=O)NCCN1CC(c1ccccc1)c1ccccc1 (stereo not given)
 : 0.1 | 5 | 4 | -0.6
> CCCOc1ccccc1C1CC(=O)C2=C(C1)Nc1ccccc1N(C(C)=O)C2c1ccc(OC)cc1 (stereo not given)
 : 0.0 | 9 | 6 | -0.2

More entries follow.
SMILES	FBW7 activator	TEAD-YAP block	MITF primary	GPR151 activ
CCC(=O)N1c2ccccc2NC2=C(C(=O)CC(c3cccc(Cl)c3)C2)C1c1ccc(C)cc1 (stereo not given)	0.0	-3	7	-1.4
CCC[C@@H]1NC(=O)[C@@H]2C[C@H](NCc3ccc(F)c(F)c3)CN2C1=O	-0.1	9	3	0.1
C#CCN1C(=O)S/C(=C/c2ccc(OCC(=O)Nc3ccccc3)c(OC)c2)C1=O	1.1	1	7	-1.1
N#C/C(=C\c1cccc(OCc2ccccc2)c1)c1nc2ccccc2c(=O)[nH]1	0.1	-8	6	-2.0
CCc1cc(CNC(=O)CC2C(=O)NCCN2C/C=C/c2ccccc2OC)on1 (stereo not given)	-0.2	7	-2	-1.4
O=C(CC1S/C(=N/N=C/c2cccc3ccccc23)NC1=O)Nc1ccccc1 (stereo not given)	0.2	2	8	-0.5
CCN(CC)c1nc(NCCc2ccc(O)cc2)nc(Nc2ccccc2)n1	-0.1	0	-4	-2.1
O=C(NCC1CCCO1)c1nn2c(c1Cl)NC(c1ccco1)CC2C(F)(F)F (stereo not given)	-0.1	-6	-2	0.0
Cn1c(SCC(=O)Nc2ccc(Cl)c(Cl)c2)nnc1-c1cccnc1	0.0	1	15	1.0
CCN1CCN(c2cc(C)c3cc(NC(=O)CCC(=O)NCc4ccco4)ccc3n2)CC1	0.2	-3	16	-0.4
NS(=O)(=O)c1ccc(NC(=S)Nc2ccc(Cl)cc2F)cc1	0.1	4	2	1.6
CS(=O)(=O)N1CCN=C1SCc1ccc(Br)cc1	0.0	1	-5	-1.5
COc1cccc(NC(=O)CSc2ccc(Cl)cc2)c1	0.0	-13	-11	1.1
CCCOc1ccc(N2C(=O)C3C4C=CC(C4=C(C)C)C3C2=O)cc1 (stereo not given)	0.0	-6	0	0.2
CCc1nn(CC(=O)N(C)Cc2ccccc2)c(=O)c2cc3sc(C)cc3n12	0.2	-21	-1	0.8
COc1ccc(NC(=O)COc2ccc(C)cc2Br)cc1OC	0.0	-18	-1	0.8
O=C(CCCCCN1C(=O)c2cccc([N+](=O)[O-])c2C1=O)Nc1ccccc1	0.4	5	15	0.2
O=C(CC(NC(=O)c1ccccc1Cl)c1ccccc1)NNC(=O)c1ccccc1 (stereo not given)	0.4	-12	15	-0.9
O=C(NNC(=O)c1cccc([N+](=O)[O-])c1)c1ccc(F)cc1	0.1	3	12	-1.1
COc1ccc(C2C(C(C)=O)=C(O)C(=O)N2Cc2cccnc2)c(OC)c1 (stereo not given)	-0.1	4	-18	0.6
Cc1ccc(CNC(=O)c2cccnc2SCC(=O)Nc2ccc(C(C)C)cc2)cc1	0.1	5	27	3.0
CCn1nnc(NC(=O)c2ccc(Cl)cc2Cl)n1	0.4	-16	20	-0.7
Cn1c(Sc2ccc(S(C)(=O)=O)cc2[N+](=O)[O-])nnc1-c1ccccc1	-0.2	-3	6	1.3
COCc1oc2c(cc(NS(=O)(=O)c3cccc([N+](=O)[O-])c3)c3ccccc32)c1C(=O)OC	0.5	-1	15	1.3
OC1CCC(Nc2nc(NCCOc3ccccc3)c3ncn(-c4ccsc4)c3n2)CC1 (stereo not given)	0.1	18	4	0.4
COc1cccc(-c2n[nH]c3c2C(c2cccs2)NC3=O)c1 (stereo not given)	-0.2	2	1	2.3
COc1ccc(/C=C(/NC(=O)c2ccccc2)C(=O)N/N=C/c2ccccc2O)c(OC)c1	-0.2	-6	16	0.9
O=C(NCCCN1CCOCC1)c1ccc(-n2ncc3cc(Nc4ccccc4Cl)ccc32)cn1	-0.1	2	7	0.5
O=COC1CCCCC1NS(=O)(=O)c1ccc(Cl)cc1 (stereo not given)	0.1	-3	-4	0.4
CC1=NN(c2ccc([N+](=O)[O-])cc2)C(c2ccco2)C1 (stereo not given)	-0.1	-2	19	-1.8
CC(=O)Nc1ccccc1NC(=O)Cc1ccc(C)cc1	-0.3	-3	-2	0.1
O=S(=O)(NCc1ccc(F)cc1)c1ccc(Br)cc1Cl	0.0	1	10	1.0
Cn1ccc(CC(=O)N2CCc3c([nH]c4ccccc34)C2c2ccccn2)c1 (stereo not given)	-0.1	-1	-10	-1.2
O=C(OC1CCCCC1=O)c1ccccc1I (stereo not given)	0.0	0	-8	0.0
Cc1ccc(/C=C/C(=O)Nc2cccc(Cl)c2Cl)o1	-0.1	-42	-7	-1.1
COc1cc(S(=O)(=O)NCc2ccc3c(c2)OCO3)ccc1-n1cnnn1	-0.1	6	4	0.7
CC(C(=O)Nc1sc2c(c1C#N)CCC2)N1C(=O)c2ccccc2C1=O (stereo not given)	0.3	1	8	-2.6
COc1cccc(/C=N/Nc2nc3ccccc3nc2C)c1	0.6	-21	5	-0.1
Cc1ccc(-c2csc(NC(=O)/C=C/c3ccco3)c2C(=O)O)cc1	-0.2	-38	2	-7.4
COC(=O)c1cc(C(=O)OCC(=O)OC(C)(C)C)cc([N+](=O)[O-])c1	0.0	2	5	-1.5
CC(C)(C)OC(=O)N[C@H]1CC[C@@H](C(=O)Nc2ccc3[nH]ncc3c2)C1	0.0	12	11	1.8
COC(=O)C(C)N1C(=O)S/C(=C/c2cc(OC)c(N3CCCC3)cc2OC)C1=O (stereo not given)	0.2	2	2	-0.8
COc1cc(-c2cnc3ccc(NCCCN4CCOCC4)nn23)cc(OC)c1OC	-0.1	6	7	0.4
C=C1c2ccc(C)cc2NC(=O)N1CC	0.2	7	-17	-0.2
COc1ccc(OC)c(/C=N/NC(=O)CN2CCSCC2)c1	0.1	4	16	1.8
OCC1(CCCc2ccccc2)CCN(Cc2ccon2)CC1	-0.1	1	12	-0.9
CCOC(=O)NC(=O)CSc1nnc(-c2ccco2)n1N	0.0	-6	-12	1.9
Cc1ccc(-c2n[nH]c(CCNC(=O)CC3NC(=O)c4ccccc43)n2)cc1 (stereo not given)	0.0	10	-8	0.7
CCOC(=O)C1CCN(C(=O)COC(=O)c2cc(O)c(O)c(O)c2)CC1	0.0	3	90*	0.1
CC1=C(C(=O)OC2CCCCC2)C(c2cccc(F)c2)C2=C(CC(c3ccccc3)CC2=O)N1 (stereo not given)	-0.1	4	7	0.9
CC(=O)NC(Cc1ccccc1)C(=O)OCC(=O)c1ccc(Cl)c(Cl)c1 (stereo not given)	-0.2	1	-3	-1.9
CCOC(=O)/C(=N\Nc1cccc(C(F)(F)F)c1)N1CCC(C(=O)OCC)CC1	-0.1	1	-9	1.9
O=C(/C=C/c1cccs1)NC(=S)NC1CCN(Cc2ccccc2)CC1	-0.2	-5	2	-0.3
CCNC(=O)c1ccc(N2C(=O)C3C4c5ccccc5C(c5ccccc54)C3C2=O)cc1 (stereo not given)	-0.1	0	-3	-1.3

Compound activity: PubChem BioAssay, The Scripps Research Institute Molecular Screening Center
